Screening data as filed in PubChem BioAssay.
HIF act: HIF pathway transcriptional activation; U2OS HRE-luciferase reporter, luminescence; normalized: DMSO 0%, desferrioxamine 100%; activation, % at 7.5 µM (by protocol); 0.32% of 300,000 active; AID 1910;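 active = mean activation of at least 10% of the iron chelator positive control signal, with at least half of replicates also reaching 10%; inconclusive = mean and replicate majority disagree about reaching 10%; inactive = mean and most replicates under 10%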
aSyn 5UTR inh: MLPCN primary screen, SNCA 5' untranslated region; alpha-synuclein 5'UTR reporter, inhibitor activity; inhibition, % (tested at 7.5 µM); AID 1813; 0.82% of 300,000 active; in the data active = inhibition above about 60%; inconclusive = no clear call, values can overlap the other calls;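 also: H4 neuroglioblastoma cells stably carrying SNCA 5'UTR luciferase fusion; 0% = DMSO wells and 100% = positive control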
HSP90 refold inh: blocks HSP90-mediated luciferase refolding in reticulocyte lysate | Rabbit reticulocyte lysate, luciferase refolding luminescence, 3 h | inhibition, % at 5.6 µM | 0.91% of 290,000 active;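 active = inhibition above the screen-wide mean plus 3 SD, computed separately per campaign, cut at about 16% in these data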;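 also: 0% = DMSO wells and 100% = 60 µM geldanamycin wells; inhibitors lower the luminescence because luciferase stays unfolded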
Platelet DG rel: platelet dense granule release activity; inhibition, %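 (compounds screened at 7.5 µM in platelet-rich plasma)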; AID 1663; human platelet-rich plasma, SFLLRN dense granule ATP release, luminescence; 0.22% of 300,000 active;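 active = mean replicate score, as percent of positive control, at or above 50; inconclusive = mean below 50 but at least one replicate at or above 50; inactive = mean and every replicate below 50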
HSF1 activator: increases HSF-1 driven luciferase reporter signal; NIH3T3-HGL HSF-1 luciferase reporter, MG132, 8 h; 100% = twice DMSO control signal; activation, % at 9 µM; 1.7% of 300,000 active;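 active = mean replicate activation of at least 50% with a set share of replicates each reaching 50%; inconclusive = only one of those two conditions met; inactive = mean below 50% and too few replicates reaching it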;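 also: 0% = median of the neutral control wells and 100% = twice that signal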
KLF5 inhibitor: kruppel-like factor 5 inhibition | DLD-1 KLF5 promoter-luciferase reporter, luminescence | inhibition, % at 5 µM | 0.23% of 290,000 active | AID 1700;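 active = inhibition above a per-plate limit of that plate's mean compound inhibition plus 3 SD, cut at about 60% in these data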;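 also: 0% = DMSO wells and 100% = LY294002 at 200 µM; higher means less KLF5 promoter-driven luciferase light; inactives centre near -14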
HSF1 inhib: HSF1 inhibition | NIH3T3-HGL HSE-luciferase, MG132-induced, luminescence 8 h; stronger effect = lower value | activity change, negative = inhibition, % at 7.5 µM (by protocol) | 0.77% of 300,000 active | AID 2098;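 active = more than half of replicate wells show activity change below -50%, luminescence cut by over half; inconclusive = some wells, but at most half, below -50%; inactive = no replicate well below -50%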;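 also: luciferase reports HSF-1 transcriptional activity via heat shock element; 0% = median of DMSO wells and -100% = zero luminescence signal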
HDAC3 inh: blocks human histone deacetylase 3; recombinant HDAC3, fluorogenic peptide/trypsin coupled, fluorescence; inhibition, % at 8.3 µM; 0.15% of 320,000 active; in the data active = inhibition above about 26%, passing the limit was not always enough; inconclusive = no clear call, values can overlap the other calls
Target sequence (O15379 whole entry, looked up): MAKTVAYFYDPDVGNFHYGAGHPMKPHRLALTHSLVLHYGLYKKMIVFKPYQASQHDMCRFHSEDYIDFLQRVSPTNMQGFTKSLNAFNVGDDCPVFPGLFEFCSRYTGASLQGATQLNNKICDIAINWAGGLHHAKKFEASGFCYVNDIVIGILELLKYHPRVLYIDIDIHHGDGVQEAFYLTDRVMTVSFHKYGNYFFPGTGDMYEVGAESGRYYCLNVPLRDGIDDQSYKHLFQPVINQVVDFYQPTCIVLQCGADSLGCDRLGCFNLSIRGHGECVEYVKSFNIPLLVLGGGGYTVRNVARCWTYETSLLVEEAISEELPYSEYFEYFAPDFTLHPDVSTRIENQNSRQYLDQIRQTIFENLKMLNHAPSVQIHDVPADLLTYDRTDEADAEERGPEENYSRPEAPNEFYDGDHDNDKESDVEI
AI-2 QS mod: modulates the Vibrio harveyi AI-2 quorum sensing system. Vibrio harveyi JMH597 AI-2 luminescence/OD600 ratio, 9 h; stronger effect = lower value; strain lacks LuxN and CqsS sensors; 0 = neutral-control median. 0.4% of 300,000 active. activity change, % at 7.5 µM; in the data active = activity change below about -75%, passing the limit was not always enough; inconclusive = no clear call, values can overlap the other calls;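 also: luminescence divided by OD600 gain over 9 h not by final OD600 alone; inactives centre near 13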
IEC-6 cytotox: IEC-6 cytotoxicity, counter-screen for KLF5 inhibitors; luminescence viability; inhibition, % at 5 µM; 0.78% of 290,000 active; in the data active = inhibition above about 22%;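 also: 0% = plate median of test compound wells and 100% = cytotoxic reference compound wells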
* hit, by the source's call; ? = inconclusive; · = not tested or not shown.

Results follow in this order: HSF1 inhib, aSyn 5UTR inh, KLF5 inhibitor, HIF act, HSF1 activator, Platelet DG rel, HSP90 refold inh, HDAC3 inh, AI-2 QS mod, IEC-6 cytotox
(1) COc1cc(CN2CCC(C(=O)NC3CCCC3)CC2)cc(Br)c1O
  3, 17, -27, -0.4, 0, 8, -1, -4, 25, 2
(2) COc1ccc(-c2c(C)n([O-])c(C)c(C)[n+]2=O)cc1
  -1, 10, -57, -0.1, 3, 3, -1, -1, 12, -4
(3) CN(C(=O)Cc1csc(-c2ccccc2)n1)c1c(N)n(Cc2ccccc2)c(=O)[nH]c1=O
  5, 9, ·, -0.3, -5, 1, ·, 1, 12, ·
(4) CCOC(=O)NN1C(=O)c2ccccc2NC1(C)C
  3, -19, 21, -0.2, 11, 0, 3, -41, 8, 4
(5) CCOC(=O)c1c2ccc(OCC(=O)N/N=C/c3ccc(Cl)cc3)cc2n2ccccc12
  1, 7, -28, 0.2, -1, -1, 1, ·, 28, 0
(6) CC(=O)Oc1c(S(=O)(=O)c2ccc(C)cc2)c(C)nn1-c1ccccc1
  0, -14, -17, 0.0, -1, -3, 4, -2, 26, 4
(7) CN(C)c1nc(-c2cccs2)cc(C(F)(F)F)c1C#N
  1, -2, -29, -0.2, -17, -4, 6, -4, -12, 0
(8) COc1cc(/C=N/NC(=O)c2cccs2)ccc1OCc1ccccc1
  14, -105, -59, 1.6, 41, -4, 1, 16, 24, 2
(9) COC(CNC(=O)C(=O)NCC1OCCN1C(=O)c1ccc(Cl)cc1)OC (stereo not drawn)
  -9, 6, -7, -0.3, -18, 16, 2, 2, 2, 5
(10) C=CCN(C(=O)c1csnn1)C(C(=O)NCc1ccc(F)cc1)c1ccc(F)cc1 (stereo not drawn)
  8, -3, -7, -0.3, 16, -7, -5, -1, 9, 13
(11) Cc1cc(-c2ccccc2)nc(SCC(=O)c2cccc([N+](=O)[O-])c2)n1
  2, 2, -26, -0.4, 17, 1, 0, 2, 23, -2
(12) CCCn1c(=O)n(C)c(=O)c2c(SCc3cc(C(C)=O)ccc3OCC)nc(C3CC3)nc21
  -3, 22, 6, -0.9, -2, -2, 2, 3, 12, -7
(13) COc1ccc(/C(C)=N/NC(=O)c2ccc3nc[nH]c3c2)cc1
  2, -3, 0, ·, 8, 9, -1, 10, 11, 2
(14) COc1ccc(C(C(=O)NC(C)C)N(C(=O)CCC(=O)Nc2nccs2)c2ccccc2F)cc1 (stereo not drawn)
  3, -6, -23, -0.9, 11, 2, 2, 2, 38, 0
(15) Cc1cc(C(=O)N/N=C/c2cc([N+](=O)[O-])cc(C)c2O)n[nH]1
  -24, -3, 24, 0.2, -42, -8, -3, ·, -87*, 0
(16) Cc1cc(C(=O)CSc2nncs2)c(C)n1-c1c(C)n(C)n(-c2ccccc2)c1=O
  -3, 25, -30, 0.5, -9, 3, -1, 4, 15, 0
(17) CC(C)(C)c1ccc(C(=O)N2CCNCC2)cc1
  5, 13, -36, -0.2, 9, -5, -1, 2, -3, 0
(18) Cc1ccc(NC(=O)c2ccccc2[N+](=O)[O-])nc1
  -3, -1, -6, 1.4, 2, 4, 1, -4, 14, 8
(19) COC(=O)c1sccc1NC(=O)NC1CCCCC1
  3, -14, -16, 2.1, 0, 3, -2, 5, 12, -4
(20) O=C(O)c1ccccc1NS(=O)(=O)c1ccc2c3c(cccc13)C(=O)N2
  -2, 14, 6, -0.2, 7, 2, 3, -4, 31, 8

Results follow in this order: HSF1 inhib, aSyn 5UTR inh, KLF5 inhibitor, HIF act, HSF1 activator, Platelet DG rel, HSP90 refold inh, HDAC3 inh, AI-2 QS mod, IEC-6 cytotox
(21) CC(C)C(=O)N(Cc1ccccc1)S(=O)(=O)c1ccc2c(c1)oc(=O)n2C
  6, 13, 6, -0.3, 4, 0, -3, -2, 3, 0
(22) CC1(C)C(c2cccs2)=[N+]([O-])C2(CCCCC/C2=N\NC(N)=S)N1O (stereo not drawn)
  -7, 10, 3, -0.3, 5, -8, 7, -4, 5, 4
(23) CC(C)(C)Oc1ncc(Br)c(OC(C)(C)C)n1
  -11, 2, -17, -0.1, 5, 1, -3, -7, 34, -5
(24) Cc1cccc(C)c1NC(=S)N/N=C/c1ccc(C(=O)O)cc1
  -2, 11, -1, -0.1, -2, -4, 1, 11, 25, 2
(25) Cc1ccc(S(=O)(=O)CC(=O)Nc2nc(-c3ccccc3)cs2)cc1
  7, 17, 1, 0.2, -1, 6, 10, ?, 13, 0
(26) COc1cc(CNC(C)(C)CO)cc(Br)c1OCc1ccc(Cl)cc1
  7, -11, -23, -1.6, 30, -7, 3, -3, 13, 2
(27) Cc1nc2ccccc2n1CCc1ccccc1
  -1, -10, -25, 0.6, 3, 3, -1, -4, 4, -4
(28) Cc1cc(=O)[nH]c2nnnn12
  7, 9, -19, -0.3, 21, -3, 1, -14, 3, 2
(29) COc1ccc2c(c1)N(C)/C(=C1/SC(=NCc3ccccc3)N(c3ccccc3)C1=O)S2
  -4, 3, -48, 0.0, -5, -2, -1, -4, 17, -12
(30) Cc1ccc(S(=O)(=O)CCC(=O)OCC(=O)c2c(N)n(CC(C)C)c(=O)n(C)c2=O)cc1
  -2, 1, -16, -0.9, -3, 14, -1, -5, 25, -6
(31) Cc1cc(C)c2c(=O)[nH]c(SCc3ccc([N+](=O)[O-])cc3)nc2n1
  -9, 8, -28, -0.3, 14, -3, 1, -3, 4, 0
(32) COCCCn1c(=O)c2sccc2n2c(CCCC(=O)NCc3ccccc3)nnc12
  4, 26, -12, -0.1, -3, -10, -9, -5, 28, -8
(33) O=C(NCCc1cccs1)C1CC(c2cccc(F)c2)=NO1 (stereo not drawn)
  2, 11, ·, -0.5, -20, 14, ·, -7, 10, ·
(34) CCn1c(SCC(=O)Nc2ccc3[nH]c(=O)[nH]c3c2)nnc1-c1ccccc1
  -2, 10, -18, -0.2, -6, -3, -3, 5, 17, 0
(35) CC(Oc1ccccc1)C(=O)N1CCN(c2ccc(N3CCOCC3)nn2)CC1 (stereo not drawn)
  -5, -1, ·, 0.0, -3, -17, ·, -2, -21, ·
(36) COc1ccc(C(=O)CN2C(=O)NC(C)(c3ccccc3)C2=O)cc1OC (stereo not drawn)
  -8, 19, -20, 0.0, -9, -1, -1, 19, -16, -14
(37) COc1cc(CCC(=O)OCC(=O)Nc2c(Cl)cccc2Cl)cc(OC)c1OC
  8, 0, 5, -0.5, 6, -13, 3, 0, 5, 0
(38) CC(NC(=O)c1ccc(N2CCCC2)c([N+](=O)[O-])c1)c1ccc(S(N)(=O)=O)cc1 (stereo not drawn)
  -1, 3, -44, -0.2, 23, 9, -4, -5, 5, 1
(39) CCOc1ccc2c(c1)[N+](C)(C)C(C)(C)C=C2C
  -80*, -17, -30, 0.0, -84, 0, 0, 0, 37, 5
(40) COc1ccc(S(=O)(=O)N(C)c2ccc(C(=O)N3CCOCC3)cc2)cc1
  -10, 11, -2, -0.3, -8, 16, -3, -1, 9, -2

Results follow in this order: HSF1 inhib, aSyn 5UTR inh, KLF5 inhibitor, HIF act, HSF1 activator, Platelet DG rel, HSP90 refold inh, HDAC3 inh, AI-2 QS mod, IEC-6 cytotox
(41) COc1ccc(/C=C/C(=O)Nc2ccccc2Cl)cc1S(=O)(=O)N1CCOCC1
  -1, -17, -44, -0.2, 2, 3, -3, 2, 24, -4
(42) COc1ccc(CCN2C(=O)c3[nH]nc(-c4ccccc4O)c3C2c2ccc(C)cc2)cc1OC (stereo not drawn)
  15, 20, 5, -0.2, 26, 2, 2, 22, 17, -3
(43) COCCNC(=O)c1cccc(C)c1[N+](=O)[O-]
  -11, 3, -23, -0.4, 0, 12, 0, ?, 15, 7
(44) CCCN1CCN(CCCNC(=O)C(CC)n2nc(C)n3c(cc4occc43)c2=O)CC1 (stereo not drawn)
  -8, 6, -6, -0.7, -17, -1, 3, -2, -8, -5
(45) Cc1cc(C)c(NC(=O)Cn2nnc(C(=O)NCc3ccc4c(c3)OCO4)c2N)c(C)c1
  -4, 31, 1, -2.0, -3, -4, -3, -2, 1, 2
(46) Fc1ccc2c(c1)C1C=CCC1C(c1cc3c(cc1Br)OCO3)N2 (stereo not drawn)
  -2, 36, -9, -0.8, 5, -4, 3, 10, 14, 1
(47) CSc1ccccc1NC(=O)CN(C)CC(=O)Nc1ccc(Cl)cc1F
  9, 9, -24, -0.2, 11, -8, 3, ?, 18, -2
(48) Cc1cc(-c2onc(C)c2C(=O)Nc2ccc(C(F)(F)F)cc2)no1
  0, 37, -26, -0.9, -4, 3, -1, -13, 12, 0
(49) NS(=O)(=O)c1ccc(CNC(=O)/C=C/c2ccc(Cl)c(Cl)c2)cc1
  3, -43, 2, 0.1, 20, -5, -2, 2, 10, -2
(50) O=C1CC[C@H](O)CCN1[C@H](CSc1ccccc1)Cc1ccccc1
  -28, -2, -9, -0.2, -41, -3, 0, -4, -1, -4
(51) Cc1cccc(NC(=O)CSc2nnc(NC(=O)C3CC3)s2)c1C
  -3, -12, 13, -0.7, 3, -1, -2, 3, 5, 3
(52) Cc1ccc(Cn2c(=O)n(CCC(=O)NCc3ccc4c(c3)OCO4)c(=O)c3ccccc32)cc1
  0, 3, -22, -0.6, 4, 3, -3, -2, 13, -4
(53) Cc1nc2ncnn2c(N2CCN(C(=O)Cc3cccs3)CC2)c1C
  4, 19, -13, -0.6, -11, -2, -4, ·, 30, 1
(54) CN(Cc1ccccc1)S(=O)(=O)c1cn(C)cn1
  -3, 14, -56, -0.5, 2, 11, -1, -7, 9, -1
(55) CCN(C(=O)c1cc2c(=O)n3ccccc3nc2s1)C1CCCCC1
  5, -71, -37, 2.7, 15, 7, -2, -24, 13, -1
(56) Cc1noc(C)c1C(=O)N1CCN(S(=O)(=O)c2cccs2)CC1
  -7, 6, 2, -0.3, -15, -13, 0, 3, -10, -2
(57) CC(=O)c1ccc(NC(=O)Nc2cccc(Cl)c2)cc1
  36, -82, -168, -0.2, 67*, -24, -3, 3, -55, 8
(58) COc1ccc(C(=O)NC(=S)N2CCNC(=O)C2CC(=O)OC(C)C)cc1 (stereo not drawn)
  -54*, 17, -17, 0.4, -64, 2, -2, -23, 23, 4
(59) CCC(C)(NC(=O)c1ccccc1)C(=O)O (stereo not drawn)
  ?, 7, -20, 1.0, -61, 1, 4, -1, 21, -2
(60) CC(=O)Nc1ccc(C(=O)N2CC(=O)NC(=O)C2)cc1
  -6, -26, -11, 0.4, -8, 12, 0, 1, 17, 2
(61) C=CCN(C(=O)Nc1ccccc1)C1CC(=O)N(c2ccc(OC)cc2)C1=O (stereo not drawn)
  0, 22, -7, 0.1, -5, 1, 2, 0, 34, 1

The order is random; any-hit rate near 5%.
